# Lipid storage S3: qHTS Assay for Lipid Storage Modulators in Drosophila S3 Cells; lipid storage change, negative = inhibition, % at the top dose, mostly 46.1 µM; hits show Potency in µM; actives 0.64% (n = 320,000); Drosophila S3 cells, BODIPY lipid droplet fluorescence, 18-24 h; cells fed with added oleic acid; AID 2685, 2010; active = well fitted inhibition curve with a large enough effect in the signal ratio, with a control signal flat, not every such curve was filed as active; inconclusive = small, poorly fitted or top-dose-only effect, or effect the other way, or a change in a side signal; the % refers to the signal ratio
#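 Drosophila S3 cells loaded with oleic acid (400 uM, as added) and compounds at several concentrations; lipid droplets imaged by 488-nm laser-scanning cytometry, 500–530 nm intensity and object ratio to cell channel. Percent activity normalized to 20 uM Triacsin C.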
# Lipid storage S3 cell count max: also measured in Lipid storage S3; calls as there; cell number change, %; measured here: cell count max response;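 cells counted by Cell Tracker Red CMTPX staining in the red channel; peak over a dose series mostly up to 46.1 µM; percent activity relative to internal control wells on each plate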
# * = called active by the depositor; i = inactive; ? = inconclusive; / = no result given. % is scaled to controls: 0 for no effect and ±100 for the full control effect; potency is read from the fitted curve at half-maximal effect. This is a subset; count on the stated rates, not on these rows.
SMILES,Lipid storage S3,Lipid storage S3 cell count max
CCOC(=O)C1CCCN(S(=O)(=O)c2cc(OCC(=O)NC3CCCCC3)c(C)cc2Cl)C1 (stereo unspecified),-4%,14
Cc1ccc(NC(=S)N2CCCC2)cc1C,?,/
Cc1cc(=O)oc2cc(NC(=O)c3cccc(S(C)(=O)=O)c3)ccc12,?,/
NC(=O)c1ccc(CSc2nc3ccccc3s2)cc1,-13%,-10
c1ccc2c(c1)ccc1ncccc12,1%,-11
Cc1ccccc1-n1nc2c(c1NC(=O)c1ccco1)CS(=O)(=O)C2,14%,11
COc1cc(OC)cc(OC(=O)C2CCN(C3=NS(=O)(=O)c4ccccc43)CC2)c1,?,/
COC(=O)[C@@H](NCc1cccc(CN[C@H](C(=O)OC)c2ccccc2)c1)c1ccccc1,i,22
O=C(CN(C1CCCCC1)S(=O)(=O)c1ccc(F)cc1)NCc1ccncc1,10%,-16
COc1ccccc1NC(=S)NCCc1ccc(F)cc1,?,/
CC(C)=CC(=O)N1CCC(N2CCC(C(=O)NCC3CCCO3)CC2)CC1 (stereo unspecified),-11%,5
O=C(NNC(=O)c1ccc(S(=O)(=O)N2CCCCC2)cc1)c1ccccc1,i,20
O=S(=O)(c1ccc(S(=O)(=O)N2CCN(C/C=C/c3ccccc3)CC2)cc1)N1CCCC1,15%,-4
O=C(NNS(=O)(=O)c1ccccc1F)c1sccc1-n1cccc1,?,/
COc1ccc(S(=O)(=O)N2CCOC23CCN(S(=O)(=O)c2cc(C)ccc2OC)CC3)cc1,?,/
CCC(C)Sc1nc2c(c(=O)[nH]c(=O)n2C)n1CCc1ccccc1 (stereo unspecified),?,/
Fc1ccccc1OCCn1c(=S)[nH]c2ccccc21,?,/
COc1ccccc1N(Cc1ccccc1)S(=O)(=O)c1cccc(C(=O)Nc2ccc(C)cn2)c1,i,/
CC(C)[C@@H]1NC(=O)c2cc([N+](=O)[O-])cc(I)c2NCCC[C@@H](C(N)=O)NC(=O)[C@H](CO)NC1=O,-6%,16
CCN(CC)S(=O)(=O)c1cc(-c2nn(C)c(=O)c3ccccc23)ccc1C,9%,-17
Nc1nc2ncc(CNc3ccc(C(=O)N[C@@H](CCC(=O)O)C(=O)O)cc3)nc2c(=O)[nH]1,1%,-4
O=C(O)CSCC(=O)N1CCCN(c2ccc(C(F)(F)F)cn2)CC1,-7%,4
CC1CCCCC1NS(=O)(=O)c1ccc(S(=O)(=O)NCc2ccncc2)cc1 (stereo unspecified),i,/
O=C(NCc1ccccc1)c1cnc2n(c1=O)CCS2,-19%,-17
COC(=O)CN1C(=S)N(c2ccc(Cl)cc2)C(=O)C1CC(=O)Nc1ccc(F)cc1 (stereo unspecified),-15%,-21
O=C(O)c1ccc2c(=O)n3c(nc2c1)/C(=C/c1ccccc1C(F)(F)F)CCCC3,1%,-11
CCCCn1c(SCC(=O)N2CCCC2)nc2cc(S(N)(=O)=O)ccc21,?,/
CCOC(=O)c1nc(Nc2ccc(Nc3ccccc3)cc2)c2ccccc2n1,-8%,-21
CCOC(=O)C1CCN(S(=O)(=O)c2c(C)noc2C)CC1,2%,10
COc1ccc(NC(=O)CSc2nc3ccccc3nc2N2CCOCC2)c(OC)c1,20%,24
O=C1CCCN1c1ccc(S(=O)(=O)NCc2ccco2)cc1,i,/
O=C(Cn1c(C(F)(F)F)nc2ccccc21)N/N=C/c1ccco1,-17%,-15
Cc1ccc(C(=O)N2CC(=O)NC(=O)C2)cc1,21%,-7
Cc1cc(NC(=O)C(C)SCC(=O)OCC(=O)N(Cc2ccccc2)C(C)(C)C)no1 (stereo unspecified),27%,17
CCOC(=O)CCNC(=O)N1CCCC(CCC(=O)N(C)CCc2ccccn2)C1 (stereo unspecified),-12%,3
COc1ccc(NC(=O)CSc2nncn2N)c(OC)c1,4%,2
CCOc1ccc(S(=O)(=O)NCC(c2ccc3c(c2)OCO3)N2CCN(C)CC2)cc1 (stereo unspecified),?,/
CS(=O)(=O)C1=NN2C(=N)/C(=C\c3ccc(OC(=O)c4ccco4)cc3)C(=O)N=C2S1,i,/
CC(=O)Nc1cccc(Cn2cccn2)c1,?,/
O=C(Nc1ccc2ccccc2c1)NC1CCS(=O)(=O)C1 (stereo unspecified),9%,14
O=C(/C=C/c1ccco1)NC1=NCCS1,?,/
COc1cccc(CN(C(=O)c2cccs2)C2CCS(=O)(=O)C2)c1 (stereo unspecified),i,3
CCOC(=O)C1CCN(S(=O)(=O)c2ccc(NC(=O)OC)cc2)CC1,?,/
O=C(CCC(=O)N1CCN(C(=O)c2ccco2)CC1)c1ccc(F)cc1,?,/
Cc1sc2c(c1C)C(=O)/C(=C\Nc1ccncc1)S(=O)(=O)N2C,8%,3
CC(CN1CCN(C)CC1)OC(=O)c1ccccc1Cl (stereo unspecified),?,/
Cc1cc2nn(-c3ccc(F)cc3)nc2cc1N,?,/
CCOc1ccc(S(=O)(=O)Nc2ccc(C(=O)NCC(c3ccccc3)N(C)C)cc2)cc1 (stereo unspecified),i,-16
CCOC(=O)Cc1nnc(NC(=O)C(CC)Sc2nncn2C)s1 (stereo unspecified),?,/
O=C(O)[C@H](Cc1ccccc1)NC(=O)N1CCOCC1,?,/
CCCCNc1c([N+](=O)[O-])cc(C(=O)O)cc1[N+](=O)[O-],27%,-6
COc1ccc(C(CCN2CCCC2)c2c(OC)cc(OC)c3c(-c4ccccc4)cc(=O)oc23)cc1 (stereo unspecified),12%,-14
CCN(CC)CC(=O)Nc1scc2c1c(=O)oc1ccccc12,10%,11
CC1C/C(=N/Nc2ccc([N+](=O)[O-])cc2[N+](=O)[O-])CC(C)(C)C1 (stereo unspecified),?,/
O=C(CN1CCCCC1)Nc1cc(Cl)ccc1Cl,?,/
COc1ccc(CC(=O)NCc2ccco2)cc1OC,i,20
O=C1c2ccc3c4c(ccc(c24)C(=O)N1c1ccc2ccccc2c1)CC3,10%,/
Cc1occc1-c1nnc(SCC(=O)N2CCCCC2C)o1 (stereo unspecified),?,/
Cc1cc(=O)oc2cc(OCC(=O)N/N=C/c3cc([N+](=O)[O-])ccc3O)ccc12,?,/
O=C1CCCC2=C1C(c1ccc(O)cc1)c1c(ccc3ccccc13)N2 (stereo unspecified),?,/
# The list goes on.
SMILES,Lipid storage S3,Lipid storage S3 cell count max
COc1ccc(C(=O)C2CCCN(C(=O)c3csc(C(C)=O)c3)C2)c(C)c1 (stereo unspecified),?,/
CCOc1cc2[nH]c(=O)n(CCCCC(=O)NCc3ccco3)c(=O)c2cc1OCC,?,/
CC1CCCCN1C(=O)CSc1nc2ccccc2n1CC(=O)N1CCc2ccccc21 (stereo unspecified),?,/
Cc1ccc(-c2noc(CCC(=O)NCCc3ccccc3Cl)n2)cc1,i,/
COc1ccc(-c2noc(CCC(=O)Nc3cccc(C)c3)n2)cc1,i,-14
Cc1nc(NC(=O)C(Cl)Cl)sc1C(=O)N(C)C,0%,15
O=C(NNC(=S)Nc1cccc(C(F)(F)F)c1)c1ccccc1Cl,?,/
C/C(=N/NS(=O)(=O)c1ccc(Cl)cc1)c1cccc(NC(=O)c2ccc(Cl)cc2Cl)c1,?,/
CN(C)CCn1cnc2c1c(=O)[nH]c(=O)n2Cc1ccccc1,-1%,5
Cc1cccc(NC(=O)C(CC(C)C)NC(=O)C2CCC(C)CC2)n1 (stereo unspecified),0%,-3
COc1ccc(C(CNC(=O)c2cc3c(s2)CCC(C)C3)N2CCOCC2)cc1 (stereo unspecified),-8%,14
CSc1nn2cc(CCN3CCOCC3)c(-c3ccc(F)cc3)nc2c1C#N,?,/
COc1ccccc1NC(=O)CN1C(=O)C2(OCCCO2)c2ccccc21,i,5
Cc1cc([N+](=O)[O-])nn1CC(=O)NCc1nc2ccccc2[nH]1,?,/
COc1ccc(NCC(O)COc2ccc(C(C)(C)C)cc2)cc1 (stereo unspecified),?,/
C[N+](C)(C)CC(=O)N1CCN(c2ccc3ccccc3n2)CC1,i,/
COCCNC(=O)c1c[nH]c2ccc(S(=O)(=O)N3CCOCC3)cc2c1=O,?,/
CC12CCC(C(=O)N3CCC(Cc4ccccc4)CC3)(C(=O)C1=O)C2(C)C (stereo unspecified),?,/
COc1ccc(C2CC(c3ccc4ccccc4c3)=NN2C(=O)CN2CCC(C(N)=O)CC2)cc1 (stereo unspecified),-2%,-14
COc1ccc(C)cc1NC(=O)C1CCCCC1C(=O)O (stereo unspecified),-2%,22
O=C1c2cccc3cccc(c23)C(=O)N1CCCc1n[nH]c(=S)n1-c1ccccc1,-57%,-16
O=C(CN(C(=O)CCC(=O)Nc1ccccn1)c1ccc2c(c1)OCO2)NCc1ccco1,20%,-20
CCn1c(SCC(=O)Nc2cc(C)on2)nnc1-c1ccncc1,16%,0
Cc1cc(S(=O)(=O)NCCc2ccccc2)ccc1-n1cnnn1,i,7
CNC(=S)N/N=C/c1ccco1,?,/
O=C(Nc1ccccc1N1CCCCC1)C1CCN(C(=O)c2ccc(Cl)cc2)CC1,?,/
CC(C)n1c(SC2CCOC2=O)nc2ccccc21 (stereo unspecified),?,/
Cc1ccc(C)c(/C=N/Nc2ccccn2)c1,?,/
CCOC(=O)c1c(C2CCN(C(=O)OCC)CC2)nc2ccccn12,?,/
Cc1ccc(CNCc2ccco2)cc1,?,/
Cn1cc(C(=O)N2CCN(C(=O)c3ccco3)CC2)c2c3ccccc3n(C)c2c1=O,?,/
CCOC(=O)c1sc(SC)c2c1CCCC2=O,i,-2
Cc1nc(N2CCCCC2)sc1C(=O)c1ccc(Cl)c([N+](=O)[O-])c1,?,/
Cc1cccc(NS(=O)(=O)c2ccc(C(=O)NCC(c3ccccc3)N(C)C)cc2)c1C (stereo unspecified),?,/
COc1ccc(C2NC(=O)c3n[nH]c(C)c32)c(OC)c1 (stereo unspecified),?,/
O=C(NC1CCS(=O)(=O)C1)C1CCCN(S(=O)(=O)c2ccc(Cl)cc2)C1 (stereo unspecified),11%,12
CC(C)(C)C(=O)NC(=S)Nc1ccccc1C(=O)Nc1ccccc1,-15%,-4
CC1CCC2(CC1)NC(=O)N(CC(=O)c1cccn1C)C2=O (stereo unspecified),-11%,1
COc1ccc(-c2sc3cc4c(cc3c2C#CCO)OCO4)cc1,?,/
CCCc1c2ccccc2nc2ccccc12,?,/
CC12CCC(C(=O)Nc3nccs3)(OC1=O)C2(C)C (stereo unspecified),-10%,-23
COc1cccc(C(=O)C2CCCN(Cc3cn(C)nc3-c3ccccc3)C2)c1 (stereo unspecified),?,/
Cc1cccc(NC(=O)C(c2ccccc2Cl)N2CCOCC2)c1 (stereo unspecified),3%,14
N#Cc1c(-c2ccccc2)cc(-c2ccc(O)cc2)nc1N,-16%,-25
NC(=O)CN1CCN(S(=O)(=O)c2ccc(Br)cc2)CC1,?,/

# Sorted by value in Lipid storage S3 cell count max (low to high): some entries from above.
compound,Lipid storage S3 cell count max
O=S(=O)(c1ccc(S(=O)(=O)N2CCN(C/C=C/c3ccccc3)CC2)cc1)N1CCCC1,-4
CCOC(=O)C1CCCN(S(=O)(=O)c2cc(OCC(=O)NC3CCCCC3)c(C)cc2Cl)C1 (stereo unspecified),14
CC(C)[C@@H]1NC(=O)c2cc([N+](=O)[O-])cc(I)c2NCCC[C@@H](C(N)=O)NC(=O)[C@H](CO)NC1=O,16

# Other compounds follow.
SMILES,Lipid storage S3,Lipid storage S3 cell count max
CC(C)Oc1ccc(C2CC(=O)N(c3ccc(C(=O)O)cc3)C2=O)cc1 (stereo unspecified),1%,22
Cc1nc(C/C(=N\N)c2ccc(O)cc2O)cs1,?,/
CN(C)S(=O)(=O)c1cc(NC(=O)CNCc2ccccc2)ccc1Cl,i,4
CC(=O)c1ccc(S(=O)(=O)N2CCN(c3nn(C)c(=O)n(C)c3=O)CC2)cc1,i,/
Cc1cc(=O)cc(C)[nH]1,?,/
O=C(CN(Cc1ccccc1)C(=O)CCl)c1cccc(Br)c1,-24%,-1
CN(C)c1ccc(NC(=O)CCCc2ccccc2)cc1,?,/

# Of the compounds above, 14 have a Cl atom:
SMILES,Lipid storage S3,Lipid storage S3 cell count max
CCOC(=O)C1CCCN(S(=O)(=O)c2cc(OCC(=O)NC3CCCCC3)c(C)cc2Cl)C1 (stereo unspecified),-4%,14
COC(=O)CN1C(=S)N(c2ccc(Cl)cc2)C(=O)C1CC(=O)Nc1ccc(F)cc1 (stereo unspecified),-15%,-21
CC(CN1CCN(C)CC1)OC(=O)c1ccccc1Cl (stereo unspecified),?,/
O=C(CN1CCCCC1)Nc1cc(Cl)ccc1Cl,?,/
Cc1ccc(-c2noc(CCC(=O)NCCc3ccccc3Cl)n2)cc1,i,/
Cc1nc(NC(=O)C(Cl)Cl)sc1C(=O)N(C)C,0%,15
O=C(NNC(=S)Nc1cccc(C(F)(F)F)c1)c1ccccc1Cl,?,/
C/C(=N/NS(=O)(=O)c1ccc(Cl)cc1)c1cccc(NC(=O)c2ccc(Cl)cc2Cl)c1,?,/
O=C(Nc1ccccc1N1CCCCC1)C1CCN(C(=O)c2ccc(Cl)cc2)CC1,?,/
Cc1nc(N2CCCCC2)sc1C(=O)c1ccc(Cl)c([N+](=O)[O-])c1,?,/
O=C(NC1CCS(=O)(=O)C1)C1CCCN(S(=O)(=O)c2ccc(Cl)cc2)C1 (stereo unspecified),11%,12
Cc1cccc(NC(=O)C(c2ccccc2Cl)N2CCOCC2)c1 (stereo unspecified),3%,14
CN(C)S(=O)(=O)c1cc(NC(=O)CNCc2ccccc2)ccc1Cl,i,4
O=C(CN(Cc1ccccc1)C(=O)CCl)c1cccc(Br)c1,-24%,-1
